bCat nuc transl = beta-catenin nuclear translocation modulation; HeLa beta-catenin nuclear translocation, immunofluorescence imaging; AID 1665; hit rate 0.3% among 190,000; nuclear translocation activity, % at 5 µM;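 active = nuclear translocation activity above 50% at 5 µM, with a well cell count of 50 or more; inconclusive = wells under 50 cells across six images, flagged as toxic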;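 note: per-cell ratio of nuclear to cytoplasmic median beta-catenin stain intensity; plate controls were DMSO negative control for no effect and GSK-3 inhibitor IX positive control for full effect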
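assay system = human HeLa cells, endogenous beta-catenin | times = compound treatment 24 h, 37°C, 5% CO2 | detection = Anti-beta-catenin immunofluorescence on PFA-fixed, Triton-permeabilized cells, DAPI nuclei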
MT stabilize HCS = microtubule stabilizers in HeLa cells | HeLa tubulin immunostaining HCS, 24 h; share of cells brighter than vehicle mean+2SD | % tubulin-high responders, % at 10 µM | hit rate 0.83% among 200,000;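 active = plate Z-score above 3 for both tubulin-high and condensed-nucleus cell shares, with cell loss under 80%, at 10 µM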;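 note: anti alpha tubulin signal scored within the nucleus-defined area of each cell; some results filed as inactive read as strong as hits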
Autophagy HCS = modulators of autophagy. AID 463193. hit rate 0.98% among 190,000. MEF GFP-LC3 puncta imaging; test concentration mostly 10 µM. calls only at 10 µM (by protocol);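 active = percentage of spot-positive cells more than 3 SD above its plate mean, without a fluorescence outlier flag or 80% toxicity; inconclusive = no clear call, values can overlap the other calls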;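 note: spot-positive cell cutoff set from DMSO-treated cells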
Ins promoter up = MIN6 insulin promoter up-regulation; z-score at 5 µM; MIN6 insulin promoter-GFP reporter, high-content imaging; hits give high values; AID 1625; hit rate 0.3% among 190,000;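 active = z-score above 3 at 5 µM with at least 500 cells counted in the well; inconclusive = wells under 500 cells, flagged as cytotoxic or low count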
Yfh1-off respiration = mitochondrial function rescue without frataxin homolog – Friedreich's ataxia, plus single-dose screen, dose response (AID 1465); fold induction at 50 µM, or EC50 in µM where a hit was titrated; hit rate 0.074% among 220,000; S. cerevisiae Yfh1-off respiration, WST-1 reduction, 72 h; higher fold induction means a stronger effect;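 active = fold induction of absorbance versus untreated yeast above a set limit, then at least 30% activation at any dose in follow-up; inconclusive = repeats straddling the limit, or above it without dose testing; inactive = fold induction below the set limit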;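 note: activators that raise dye reduction in frataxin-depleted yeast; strong numbers were not always called active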
HEK293 NOD2/NF-kB = inhibition of NOD2-driven NF-kB reporter – cell-based, luminescence, uHTS, HEK293 (AID 1566); HEK293 NOD2/NF-kB luciferase reporter, luminescence; higher % means a stronger effect; inhibition, % at 4 µM, or EC50 in µM where a hit was titrated; hit rate 0.63% among 290,000; in the data active = inhibition above about 50%; note: many of its hits are not listed in these tables
WT yeast gro inh = growth inhibition of WT yeast, mitochondrial fusion screen; mitochondrial fusion phenotypic screen, WT strain; inhibition, % at 10 µM; hit rate 2.1% among 190,000; AID 1362; in the data active = inhibition above about 58%; tested in S. cerevisiae
Hep lipid drop = hepatic lipid droplet formation modulation. inhibition, % at 6.5 µM. AML12 mouse hepatocytes, oleate lipid droplets, BODIPY imaging. AID 1656. hit rate 0.4% among 240,000;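 active = lipid droplet intensity inhibited by at least 50%, with more than 500 cells counted; inconclusive = wells with under 300 cells, treated as cytotoxic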
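Assay system: AML12 mouse liver cells | Compound: 6.5 µM single-point dosing | Schedule: Overnight exposure | Technique: Fluorescence imaging, 20x objective, two fields per well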
Dynein transport = dynein cargo transport inhibition | z-score, hits read low | hit rate 0.47% among 220,000 | 3617.4 mouse cells, GR-EGFP nuclear translocation imaging; test concentration mostly 20 µM; stimulated with dexamethasone, 1 µM; hits give low values;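 active = plate z-score of nuclear minus cytoplasmic receptor signal below a set negative limit, without overly bright fluorescence or cell loss, cut at about -3.5 in these data, passing the limit was not always enough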;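 note: z-score of nuclear minus cytoplasmic ring GR-EGFP intensity difference per well; some compounds called inactive have numbers as strong as hits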
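medium = tetracycline-free induction medium containing charcoal-stripped FBS | probe or stimulus = dexamethasone, 1.0 µM final | timing = 48 h induction, then 1 h compound, then 30 min agonist, 37 °C | detection = automated 10x imaging of fixed Hoechst-stained cells | read-out basis = nuclear versus cytoplasmic GR-EGFP signal, averaged per well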
WT yeast gro inh mutant strain = recorded beside WT yeast gro inh, whose call it bears; inhibition, %; mitochondrial fusion phenotypic screen, mutant strain inhibition
Dynein transport cytoplasmic EGFP = recorded beside Dynein transport, whose call it bears; z-score; measured here: cytoplasmic GR-EGFP intensity; hits give high values
Dynein transport nuclear GR-EGFP = second read-out of Dynein transport, no call of its own (marks repeat the call); z-score; measured here: nuclear GR-EGFP intensity;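 lower value marks the stronger effect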
Dynein transport cell count = also measured in Dynein transport; calls as there; z-score; measured here: cell count per field
Ins promoter up cell count = second read-out of Ins promoter up, no call of its own (marks repeat the call); cell count; measured here: cytotoxicity, nuclei count;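 total cells summed across four imaged fields per well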
Hep lipid drop cells 6.5 µM = further read-out of Hep lipid drop, marked with its call; cell count; measured here: cell count, cytotoxicity flag;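 cells counted across two imaged fields per well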
bCat nuc transl cell count 5 µM = also measured in bCat nuc transl; calls as there; cell count; measured here: cell count, cytotoxicity flag
MT stabilize HCS Hoechst-high % = recorded beside MT stabilize HCS, whose call it bears; % Hoechst-high responders; measured here: nuclear condensation Hoechst responders;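 share of cells brighter than vehicle mean plus two SD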
MT stabilize HCS cytotoxicity % = also measured in MT stabilize HCS; calls as there; toxicity, %; measured here: cytotoxicity by cell density;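 0% = mean cell density of plate MIN control wells and 100% = no cells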
Autophagy HCS cell loss 18 h = further read-out of Autophagy HCS, marked with its call; toxicity, %; measured here: cell loss, nuclei count;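 cell loss after 18 h compound exposure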
* marks the source's active call; other numbers are inactive results; i = inactive; ? = inconclusive; . = not tested or not shown; + = active, no number. Only part of the results is shown (hit frequency here may not be typical).

smiles	Ins promoter up	Autophagy HCS	bCat nuc transl cell count 5 µM	Hep lipid drop	WT yeast gro inh mutant strain	HEK293 NOD2/NF-kB	Dynein transport cytoplasmic EGFP	Autophagy HCS cell loss 18 h	Hep lipid drop cells 6.5 µM	Ins promoter up cell count	Yfh1-off respiration	Dynein transport nuclear GR-EGFP	Dynein transport	MT stabilize HCS cytotoxicity %	bCat nuc transl	WT yeast gro inh	MT stabilize HCS Hoechst-high %	Dynein transport cell count	MT stabilize HCS
O=C(COC(=O)CCS(=O)(=O)c1ccc(Cl)cc1)NCCc1ccc(Cl)cc1Cl	0.82	i	534	-12	-24	-3%	-0.3	-13	755	1231	i	-0.57	-0.55	7.1	-4.1	-8	2.9	0.57	2.3
Cc1nnc(SCC(=O)N(C)CC(=O)Nc2ccc(F)cc2)n1Cc1ccccc1	0.21	i	1111	-3	8	-9%	-0.31	-2	740	1336	i	0.12	-0.26	12	0.1	4	2.6	1	3.9
Cc1c(Cl)c(C(=O)N2CCCc3ccccc32)nn1C	1.1	i	1407	.	10	-15%	-0.18	-20	.	1482	i	-0.03	-1.2	2.9	3.5	14	2.3	0.76	3.1
COc1cc(OC)cc(C(=O)N2CCC(N3CCN(c4ccccc4)CC3)CC2)c1	-0.49	i	1076	-6	6	-14%	-0.19	22	764	1258	i	1	0.68	10	-0.4	6	1.3	0.022	3.1
CCCC(=O)Nc1cccc(NC(=O)c2ccc([N+](=O)[O-])cc2Cl)c1	-0.12	i	1116	-16	2	-5%	-0.28	6	519	1539	i	-0.53	-0.85	4.6	-0.7	-2	3.5	0.5	3.3
COc1ccc([N+](=O)[O-])cc1COc1cc(C)cc2oc(=O)cc(-c3ccccc3)c12	-0.64	i	865	.	5	17%	-0.12	29	.	765	i	-0.75	-1.5	53*	-4.6	-4	45*	0.95	18*
COC(=O)c1cccc2nc3c(C(C)O)cccc3nc12 (stereo not drawn)	0.29	.	1123	8	.	-33%	-0.35	.	674	769	i	2	2	.	-0.3	.	.	-2.1	.
O=C(CCc1nc(-c2ccccc2F)no1)NCCN1CCOCC1	0.52	i	972	.	-4	9%	-0.23	-3	.	1569	i	0.21	0.47	4.2	-10	-8	2.1	0.55	4.1
O=C(Cn1c(=O)oc2cc(S(=O)(=O)N3CCCC3)ccc21)Nc1ccccc1Br	.	.	1300	9	.	27%	-0.23	.	753	.	i	0.68	-0.31	.	-1.2	.	.	-0.66	.
Cc1cc(-c2nnco2)c(C)n1-c1ccccc1	1.5	i	1053	-1	9	-33%	-0.3	7	744	1125	i	-0.35	-0.93	6.7	-1.2	9	1.8	0.17	3.5
O=C(Nc1c(F)cc(F)cc1Br)c1cccnc1	0.31	i	1229	-3	-27	-9%	-0.2	-1	812	1295	i	-1.1	-0.97	5.5	-0.8	-12	1.9	0.49	2.6
Cc1cc(C(=O)NCc2cc(C)n(C)n2)sc1-c1ccccc1	-2	i	.	5	9	17%	-0.2	3	668	1119	i	-0.018	-0.57	4.2	.	17	1.3	0.44	2.7
Cc1cc(C)c(C(=O)OCCNC(=O)c2cccnc2)cc1C	-0.36	i	1064	-1	9	4%	-0.19	-2	691	1221	i	1.2	0.76	14	0.5	3	1.8	-0.75	1.9
Cc1cccc(N2CN=c3s/c(=C\c4ccncc4)c(=O)n3C2)c1	0.37	i	1389	.	-8	2%	-0.18	-1	.	1483	.	-0.85	-1.4	3.3	-0.8	-7	2.8	0.016	2.3
CC(c1ccccc1C(O)c1ccccc1)N(C)C (stereo not drawn)	-0.33	i	1349	.	0	13%	-0.035	-6	.	1467	i	0.52	-0.42	5.9	2.8	-5	2.6	0.51	2.6
O=C(NNC(=O)c1cc(O)c(O)c(O)c1)NC1CCCCC1	-0.99	i	1416	.	11	-4%	-0.21	18	.	1362	i	0.83	0.51	3.2	0.7	-1	1.3	-0.42	3.2
O=S(=O)(Nc1ccncc1Cl)c1cc(Cl)ccc1Cl	-0.16	.	1128	-24	.	0%	-0.27	.	711	1434	i	0.29	0.83	.	-1.0	.	.	0.057	.
CCOC(=O)c1oc2cccc(OCC(O)CNC(C)C)c2c1C (stereo not drawn)	-0.34	i	1056	2	16*	-49%	-0.5	26	764	951	.	0.029	-0.5	17	8.7	69*	3.2	0.75	4.2
CCn1c(CSc2nc(C)cc(C)n2)nnc1SCC(=O)Nc1cccc2ccccc12	-0.36	i	1109	-8	7	3%	-0.4	-3	775	1193	i	0.36	0.51	6.7	3.3	-2	1.3	0.43	1.9
COc1ccc(S(=O)(=O)N2c3cc(Cl)ccc3Oc3nc4ccccc4nc32)cc1	-0.85	+	1248	?	-5	-4%	-0.055	79*	.	689	i	0.71	0.39	51	-0.9	14	17	-0.33	13
O=C(COc1ncnc2sccc12)Nc1ccc(F)cc1F	0.23	i	1036	-3	-10	14%	-0.38	5	704	1411	i	-0.64	-0.19	4.8	-0.7	10	2.7	0.9	1.7
Cc1ccc2cc(N)ccc2n1	0.36	i	1478	0	-7	2%	-0.35	-14	709	1523	i	-0.8	-0.67	6.9	0.4	-5	1.7	0.95	1.9
CS(=O)(=O)N1CCC(C(=O)Nc2cccc([N+](=O)[O-])c2)CC1	0.7	i	839	7	9	3%	0.037	-24	651	1613	i	0.78	0.91	6.3	6.0	-2	1.8	-0.75	4.5
CN(C)CCNC(=S)NC1CCCCC1	0.89	i	954	-4	2	9%	-0.32	9	677	1518	i	0.035	-0.22	6.9	1.4	-3	1.5	0.74	1.0
N/C(=N\OC(=O)/C=C/c1ccccc1Cl)c1cccnc1	0.2	.	1288	-6	.	-82%	-0.28	.	676	1053	i	-0.41	-0.62	.	1.2	.	.	1.1	.
C[C@@]12CCC=C[C@H]1[C@H](c1ccc3ccccc3c1Br)N(Cc1ccccc1)C2=O	-0.79	.	1357	3	.	-13%	0.17	.	653	950	i	-1.3	-1.7	.	-0.2	.	.	-0.31	.
Nc1n[nH]c(-c2ccc(F)cc2)n1	1.2	i	859	.	3	14%	-0.21	17	.	1357	i	-0.068	-0.61	4.0	-5.1	23	2.0	-0.15	3.9
CCn1nc(C)c(CNC(=O)Nc2ccc3c(c2)OCO3)c1C	-0.26	i	1099	9	-15	-20%	-0.26	-20	700	1293	i	0.093	-0.42	.	0.5	-15	.	0.76	.
CN(c1ccc(C(=O)NCc2cccnc2)cc1)S(C)(=O)=O	-0.46	i	1204	34	7	6%	-0.25	2	741	1121	i	0.58	0.67	2.5	-5.4	22	1.6	0.54	1.8
Cc1ccc(C(=O)NCCCN2CCOCC2)o1	.	i	529	4	6	-17%	0.25	-5	745	.	i	0.43	0.014	5.6	2.6	-9	2.2	0.0061	2.1
Cc1nnc2ccc(N3CCN(C(=O)c4ccccc4)CC3)nn12	-0.32	i	1124	.	0	-6%	-0.28	-9	.	1063	i	-0.22	-0.39	8.7	-0.1	8	3.8	0.54	2.0
Cc1nc2ccccc2c2oc(C(=O)NCCN3CCCCC3C)cc12 (stereo not drawn)	.	i	1179	18	0	-5%	-0.16	-11	731	.	i	-0.1	-0.61	4.5	-3.2	14	1.6	0.19	2.0
Cc1ccc(OCC(=O)O/N=C(\N)Cc2cccs2)cc1C	.	i	.	.	.	.	-0.17	16	.	.	i	-0.11	0.37	4.5	.	.	1.3	-1	2.0

From PubChem BioAssay
